MBNL1-CUG inh: qHTS Assay for Inhibitors of MBNL1-poly(CUG) RNA binding. TR-FRET MBNL1-His/biotin-(CUG)12 binding, 665/545 ratio. Potency, µM (series often up to 57.5 µM), for the others: at the top dose activity change, negative = inhibition, actives largely listed as inhibitors. 280,000 tested, 0.036% active. AID 2675, 2010; active = well fitted inhibition curve with a large enough effect in the signal ratio, with a control signal flat, not every such curve was filed as active; inconclusive = small, poorly fitted or top-dose-only effect, or effect the other way, or a change in a side signal; inactive = no such curve, though single readings can be large or run the other way; the % refers to the signal ratio; also: potency is read from the fitted curve at half-maximal effect; % is scaled to controls: 0 for no effect and ±100 for the full control effect
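Compound titration spanned 92 nM–58 uM against the MBNL1-His/biotin-(CUG)12 complex. After 60 min at room temperature with 5 nM streptavidin-XL665 and 0.055 ng/ul terbium anti-His, ratiometric 665/545 nm emission (Ex 340 nm) normalized to controls.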
CXXC DNA block: qHTS Fluorescence Polarization Assay for Inhibitors of MLL CXXC domain - DNA interaction. Histone-lysine N-methyltransferase 2A (Homo sapiens), Q03164. MLL-CXXC / FITC-HOXA9 DNA fluorescence polarization. Potency, µM (doses to about 115 µM), for the others: at the top dose activity change, negative = inhibition, most hits filed as inhibitors. 290,000 tested, 0.037% active; active = well fitted inhibition curve with a large enough effect in the polarisation, with a control signal flat, not every such curve was filed as active; inconclusive = small, poorly fitted or top-dose-only effect, or effect the other way, or a change in a side signal; inactive = no such curve, though single readings can be large or run the other way; the % refers to the polarisation; also: potency is read from the fitted curve at half-maximal effect
Target sequence (Q03164 whole entry, looked up, the tested form may be a part): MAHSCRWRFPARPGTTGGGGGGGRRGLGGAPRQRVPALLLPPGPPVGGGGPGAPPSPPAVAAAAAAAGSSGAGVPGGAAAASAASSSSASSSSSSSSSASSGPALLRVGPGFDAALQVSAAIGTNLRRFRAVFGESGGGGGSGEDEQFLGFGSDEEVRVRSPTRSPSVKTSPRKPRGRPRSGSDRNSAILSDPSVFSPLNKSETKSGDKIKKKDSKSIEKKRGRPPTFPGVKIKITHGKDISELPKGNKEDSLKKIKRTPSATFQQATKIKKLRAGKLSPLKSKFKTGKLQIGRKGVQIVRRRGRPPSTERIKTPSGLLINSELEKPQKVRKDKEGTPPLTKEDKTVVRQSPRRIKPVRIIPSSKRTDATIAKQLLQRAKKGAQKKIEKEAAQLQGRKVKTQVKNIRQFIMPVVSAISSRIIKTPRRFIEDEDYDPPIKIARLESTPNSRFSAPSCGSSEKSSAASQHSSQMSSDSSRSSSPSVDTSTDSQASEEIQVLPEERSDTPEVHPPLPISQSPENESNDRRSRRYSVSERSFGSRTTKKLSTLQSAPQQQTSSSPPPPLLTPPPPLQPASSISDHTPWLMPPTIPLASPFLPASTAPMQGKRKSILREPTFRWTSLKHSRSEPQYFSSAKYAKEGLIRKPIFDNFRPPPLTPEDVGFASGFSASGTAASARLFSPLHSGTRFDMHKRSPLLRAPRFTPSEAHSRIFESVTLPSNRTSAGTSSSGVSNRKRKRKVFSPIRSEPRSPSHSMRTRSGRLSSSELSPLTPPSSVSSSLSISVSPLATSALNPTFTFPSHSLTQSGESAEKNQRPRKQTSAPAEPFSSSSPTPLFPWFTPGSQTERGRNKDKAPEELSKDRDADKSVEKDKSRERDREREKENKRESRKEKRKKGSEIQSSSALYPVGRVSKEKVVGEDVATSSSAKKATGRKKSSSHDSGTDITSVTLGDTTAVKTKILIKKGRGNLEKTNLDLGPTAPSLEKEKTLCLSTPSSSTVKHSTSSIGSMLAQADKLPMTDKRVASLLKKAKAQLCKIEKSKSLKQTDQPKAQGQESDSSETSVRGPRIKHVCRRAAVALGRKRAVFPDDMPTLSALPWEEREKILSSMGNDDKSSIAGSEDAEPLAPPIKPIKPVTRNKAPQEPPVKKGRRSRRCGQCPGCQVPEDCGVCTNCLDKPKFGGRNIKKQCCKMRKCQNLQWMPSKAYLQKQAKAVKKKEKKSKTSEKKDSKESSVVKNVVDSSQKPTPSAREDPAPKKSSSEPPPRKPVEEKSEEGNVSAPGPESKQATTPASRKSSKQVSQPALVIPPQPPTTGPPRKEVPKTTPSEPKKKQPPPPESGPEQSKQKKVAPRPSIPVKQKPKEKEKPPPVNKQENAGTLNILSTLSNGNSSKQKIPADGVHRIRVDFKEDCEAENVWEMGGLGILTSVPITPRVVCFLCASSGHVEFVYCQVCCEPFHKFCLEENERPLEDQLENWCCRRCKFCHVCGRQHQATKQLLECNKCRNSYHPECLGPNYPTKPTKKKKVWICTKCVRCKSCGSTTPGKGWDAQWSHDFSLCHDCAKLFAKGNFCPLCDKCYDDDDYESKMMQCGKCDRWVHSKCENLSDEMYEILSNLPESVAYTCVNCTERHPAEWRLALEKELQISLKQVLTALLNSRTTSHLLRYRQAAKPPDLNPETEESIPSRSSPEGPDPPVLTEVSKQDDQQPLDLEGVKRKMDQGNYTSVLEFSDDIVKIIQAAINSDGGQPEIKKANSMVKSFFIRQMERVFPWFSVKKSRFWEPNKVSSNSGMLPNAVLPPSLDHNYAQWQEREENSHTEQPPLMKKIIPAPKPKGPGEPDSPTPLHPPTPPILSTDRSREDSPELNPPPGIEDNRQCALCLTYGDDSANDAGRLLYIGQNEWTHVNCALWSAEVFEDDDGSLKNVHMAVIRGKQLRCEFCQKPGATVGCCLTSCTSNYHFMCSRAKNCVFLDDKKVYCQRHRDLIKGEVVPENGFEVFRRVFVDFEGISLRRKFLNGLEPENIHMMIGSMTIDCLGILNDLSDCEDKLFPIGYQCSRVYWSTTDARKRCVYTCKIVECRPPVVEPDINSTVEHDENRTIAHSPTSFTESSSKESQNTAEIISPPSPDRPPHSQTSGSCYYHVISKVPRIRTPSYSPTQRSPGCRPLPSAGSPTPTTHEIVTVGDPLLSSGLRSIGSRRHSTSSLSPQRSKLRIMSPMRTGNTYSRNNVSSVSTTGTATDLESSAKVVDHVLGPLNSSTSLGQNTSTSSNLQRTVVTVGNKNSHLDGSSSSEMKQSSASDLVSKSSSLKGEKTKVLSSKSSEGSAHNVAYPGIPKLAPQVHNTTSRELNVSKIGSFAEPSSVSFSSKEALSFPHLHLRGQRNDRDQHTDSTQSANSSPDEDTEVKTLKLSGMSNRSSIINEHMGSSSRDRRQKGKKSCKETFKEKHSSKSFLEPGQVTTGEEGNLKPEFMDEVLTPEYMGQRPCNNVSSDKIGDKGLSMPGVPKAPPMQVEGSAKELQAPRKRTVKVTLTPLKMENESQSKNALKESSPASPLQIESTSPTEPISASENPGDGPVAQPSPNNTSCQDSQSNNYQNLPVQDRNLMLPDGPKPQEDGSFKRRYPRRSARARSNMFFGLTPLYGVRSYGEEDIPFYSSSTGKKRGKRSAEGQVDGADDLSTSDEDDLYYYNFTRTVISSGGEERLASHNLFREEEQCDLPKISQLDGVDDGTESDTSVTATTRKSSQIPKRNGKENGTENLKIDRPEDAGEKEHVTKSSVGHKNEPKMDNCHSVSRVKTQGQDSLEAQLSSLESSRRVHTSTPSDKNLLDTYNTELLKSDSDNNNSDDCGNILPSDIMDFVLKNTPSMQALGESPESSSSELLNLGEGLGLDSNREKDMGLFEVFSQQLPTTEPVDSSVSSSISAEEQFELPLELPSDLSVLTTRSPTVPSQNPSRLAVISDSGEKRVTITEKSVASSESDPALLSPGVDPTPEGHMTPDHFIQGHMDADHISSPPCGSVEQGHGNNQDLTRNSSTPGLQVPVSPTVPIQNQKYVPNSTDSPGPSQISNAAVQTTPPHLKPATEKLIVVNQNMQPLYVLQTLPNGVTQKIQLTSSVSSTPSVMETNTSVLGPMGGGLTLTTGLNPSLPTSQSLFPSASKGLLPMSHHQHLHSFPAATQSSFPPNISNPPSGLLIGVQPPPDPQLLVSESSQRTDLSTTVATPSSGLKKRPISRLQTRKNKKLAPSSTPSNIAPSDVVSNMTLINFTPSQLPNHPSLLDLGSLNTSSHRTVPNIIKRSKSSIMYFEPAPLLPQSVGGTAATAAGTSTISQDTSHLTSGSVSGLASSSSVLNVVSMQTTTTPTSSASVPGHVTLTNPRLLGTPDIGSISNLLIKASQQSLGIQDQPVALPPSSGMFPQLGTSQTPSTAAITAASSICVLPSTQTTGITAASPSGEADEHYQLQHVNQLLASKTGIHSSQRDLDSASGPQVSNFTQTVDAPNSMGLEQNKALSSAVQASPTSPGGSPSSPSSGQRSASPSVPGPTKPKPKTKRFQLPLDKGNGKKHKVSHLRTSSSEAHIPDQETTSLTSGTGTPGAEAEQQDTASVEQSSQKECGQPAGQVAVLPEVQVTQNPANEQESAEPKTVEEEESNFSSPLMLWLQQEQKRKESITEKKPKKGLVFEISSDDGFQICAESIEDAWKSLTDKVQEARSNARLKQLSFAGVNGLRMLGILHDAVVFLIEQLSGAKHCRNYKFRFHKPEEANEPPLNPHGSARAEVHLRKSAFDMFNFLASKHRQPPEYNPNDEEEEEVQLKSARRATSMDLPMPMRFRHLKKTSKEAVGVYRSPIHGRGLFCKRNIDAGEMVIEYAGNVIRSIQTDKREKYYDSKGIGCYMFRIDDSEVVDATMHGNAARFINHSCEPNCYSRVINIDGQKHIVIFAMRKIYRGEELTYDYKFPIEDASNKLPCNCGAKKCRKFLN
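Purified MLL-CXXC (added from a 7 uM solution) was preincubated 5 min at ambient with pinned compounds in 50 mM Tris-HCl pH 7.5, 50 mM NaCl, 1 mM DTT, 0.05% BSA. Fluorescein-labeled HOX-A9 DNA (50 nM solution) followed, 30 min, then polarization read.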
Menin MLL FP TR: qHTS Assay for Inhibitors Targeting the Menin-MLL Interaction in MLL Related Leukemias: Competition With Texas Red Labeled MLL-derived Mutant Peptide. Potency, µM (doses to about 61.6 µM), without a hit: at the highest dose FP activity change, negative = inhibition, most hits filed as inhibitors. 270,000 tested, 0.23% active. Menin + Texas Red MLL mutant peptide, fluorescence polarization; active = well fitted inhibition curve with a large enough effect in the polarisation, with a control signal flat, not every such curve was filed as active; inconclusive = small, poorly fitted or top-dose-only effect, or effect the other way, or a change in a side signal; inactive = no such curve, though single readings can be large or run the other way; the % refers to the polarisation; also: potency is read from the fitted curve at half-maximal effect; % of control where 0% means no effect; many of its hits are not listed in these tables
TSHR antag: Antagonists of the Thyroid Stimulating Hormone Receptor: HTS campaign; Thyrotropin receptor (Homo sapiens), P16473; TSHR-expressing cells, TSH-stimulated cAMP HTRF, 2 h; active compounds read low; activity change, negative = inhibition, % at 11.5 µM; 330,000 tested, 0.2% active;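 active = activity change below a set negative limit, meaning inhibition stronger than a set level, cut at about -70% in these data; inconclusive = activity change between two set negative limits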; also: % is scaled to controls: 0 for no effect and ±100 for the full control effect
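Competitive HTRF cAMP read-out (cryptate anti-cAMP antibody, cAMP-d2; 30 min, room temperature) in freshly harvested TSHR cells. Compounds added before TSH at EC80 (4nM final), followed by 2 hours' incubation at 37 deg C.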
S-ASM inh: Inhibitors of Secretory Acid Sphingomyelinase (S-ASM): qHTS; Sphingomyelin phosphodiesterase (Homo sapiens), P17405; AID 504937, 2011; 340,000 tested, 0.006% active; Potency, µM (highest dose often 57.5 µM), for the others: at the top dose activity change, negative = inhibition, usual class: inhibitors; placental ASM, HMU-PC fluorogenic substrate, 60 min; also: potency is read from the fitted curve at half-maximal effect
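HMU-PC0 cleavage (9 uM final) by human placental ASM, 60 min at 37 °C following 10 min compound exposure at RT; stopped at pH 10, fluorescence Ex 386/Em 447 nm.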
A-T KAP1 phos: qHTS Assay for Identifying a Potential Treatment of Ataxia-Telangiectasia; […] A-T fibroblasts, KAP-1 phosphorylation AlphaLISA; neocarzinostatin DNA damage 30 min before lysis; Potency, µM (highest dose often 57.5 µM), without a hit: at the highest dose activation, actives largely listed as activators; 320,000 tested, 0.19% active; also: potency is read from the fitted curve at half-maximal effect; % of control where 0% means no effect; nearly all actives have a fitted effect of over 45% in size
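ATM-like activity read as KAP-1 phosphorylation via AlphaLISA donor/acceptor antibody pairs after lysis and 6 hr at 25C. Cells were ATM-null patient fibroblasts ([…], hTERT), dosed 60 min, then exposed to the DSB inducer NCS for 30 min.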
PTAP TSG101 blk: qHTS Assay for Iinhibitors of HIV-1 Budding by Blocking the Interaction of PTAP/TSG101 | Tumor susceptibility gene 101 protein (Homo sapiens), Q99816 | Fluorescence polarization, FITC-PTAP peptide / Tsg101 binding | Potency, µM (titrated, usually from 115 µM), for inactives: at the top dose activity change, negative = inhibition, actives largely listed as inhibitors | 340,000 tested, under 10 active; active = well fitted inhibition curve with a large enough effect in the main read-out, with a control signal flat, not every such curve was filed as active; inconclusive = small, poorly fitted or top-dose-only effect, or effect the other way, or a change in a side signal; inactive = no such curve, though single readings can be large or run the other way; also: potency is read from the fitted curve at half-maximal effect; % of control where 0% means no effect
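Tsg101 binding domain (10 uM final) was mixed with compound and a FITC-labeled PTAP peptide (50 nM final) in HEPES pH 7.5 buffer with NaCl, Tween 20, EDTA and TCEP; fluorescence polarization was read after 20 min at r.t.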
Mito fusion act: qHTS Assay for Small Molecule Inhibitors of Mitochondrial Division or Activators of Mitochondrial Fusion | 320,000 tested, 0.23% active | Potency, µM (highest dose often 46.1 µM), for the others: top-dose growth rescue (activation), hits mostly activators | S. cerevisiae fusion-defective mutant growth rescue, CellTiterGlo 48 h;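 also: potency is read from the fitted curve at half-maximal effect; % of control where 0% means no effect; nearly all actives have a fitted effect of over 45% in size; temperature-sensitive fusion mutants such as fzo1-1 at 37 °C on non-fermentable ethanol glycerol medium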
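Yeast fusion mutant, YPEG (non-fermentable carbon), compound, 48 h at 37C non-permissive; CellTiterGlo added, 10 min RT, luminescence read. Rescued growth = division inhibition.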
TCR act: Activators of T cell receptors: qHTS campaign | primary human leukocytes, anti-CD3, IL-2 HTRF, 48 h | Potency, µM (doses to about 9.22 µM), without a hit: top-dose activation of IL-2 secretion, actives largely listed as activators | 330,000 tested, under 10 active | AID 504894, 2011; also: % of control where 0% means no effect
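Activity was scored as IL-2 release from primary human leukocytes given only a TCR signal (a-CD3 beads) plus compound for 48 hr. Detection used a two-antibody HTRF format read at 665nm.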
a7 integrin act: qHTS for Activators of Integrin-Mediated Alleviation for Muscular Dystrophy; Potency, µM (titrated, usually from 38.3 µM), for inactives: top-dose activation, most hits filed as activators; 350,000 tested, 0.064% active; AID 624291, 2012; alpha7betagal myoblasts, beta-gal FDG fluorescence, 48 h;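 also: potency is read from the fitted curve at half-maximal effect; 100% = response of the positive control SU9516; nearly all actives have a fitted effect of over 60% in size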
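Alpha7betagal+/- myoblasts (passage 13) were plated 16-24 hr, then exposed to compounds (1:260 dilution of DMSO stock) for 48 hours at 37C. After MPER lysis, β-galactosidase reporter activity was read as FDG fluorescence (ex 480/em 540) after 30 minutes.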
* = called active by the depositor; u = inconclusive; x = not tested or not shown; [ ] = another dose, or the depositor's remark. Unless noted, calls follow the shape of the dose curve; as a rule, active = well fitted curve in the direction sought with a large enough effect; inconclusive = small, poorly fitted or top-dose-only effect, or another doubt; inactive = no such curve, though single readings can be large; an effect the other way counts as inactive or inconclusive. Some of the compounds tested (hit frequency here may not be typical).

SMILES	MBNL1-CUG inh	CXXC DNA block	Menin MLL FP TR	TSHR antag	S-ASM inh	A-T KAP1 phos	PTAP TSG101 blk	Mito fusion act	TCR act	a7 integrin act
CCN(CC(=O)NCc1ccc(Cl)cc1)C(=O)c1cccc(S(=O)(=O)Nc2ccc(OC)cc2)c1	x	x	x	10	-6%	8%	-3%	0%	-1%	-2%
COc1ccc([N+](=O)[O-])cc1NC(=O)Cc1c(Cl)cccc1Cl	-8%	8%	23%	13	3%	-5%	-2%	-2%	3%[46.1 µM]	-19%
CCN(CC(=O)NC(C)C)C(=O)[C@@H](NC(=O)c1ccco1)C(C)C	-3%	2%	-8%	-5	-2%	17%	-2%	-2%	4%	8%
Cc1occc1C(=O)N/N=C/c1ccc(OCc2ccccc2)cc1	-4%	18%	x	-3	4%	-5%	-3%	8%	-21%	-40%
COc1ccccc1/C=C/C(=O)c1cc(Br)ccc1OC(=O)c1ccco1	x	x	x	x	3%	x	-4%	x	7%	-62%[inhibitor]
Cc1cc(C(=O)N/N=C/c2cc([N+](=O)[O-])ccc2O)c2ccccc2n1	-3%	5%	u	-2	-29%	-6%	0%	3%	-5%[46.1 µM]	-10%
O=C(Cc1cccc(NC(=O)C2CCN(C(=O)c3ccccc3)CC2)c1)Nc1cccc(C(=O)N2CCOCC2)c1	x	x	x	x	-1%	x	1%	x	0%	3%
Cc1ccccc1C(=O)NC(C)C1CC2CCC1C2 (stereo not drawn)	-2%	9%	x	-1	1%	-1%	0%	5%	-3%	-30%
CC(NC(=O)Cn1cnnn1)C12CC3CC(CC(C3)C1)C2 (stereo not drawn)	14%	-11%	2%	-32	3%	8%	-6%	-1%	0%	12%
Cc1ccc2cc(CN(CCN3CCCC3)C(=O)Nc3ccccc3)c(=O)[nH]c2c1C	-16%	-2%	-12%	-2	-7%	1%	1%	0%	4%	0%
CCN1CCN(C(=O)c2cnn3c(C(F)F)cc(-c4ccc(C)cc4)nc23)CC1	u	-2%	-2%	13	35%	-5%	-5%	2%	-4%	-3%
CC1(C(=O)NCCOc2ccccc2Cl)CC1(Cl)Cl (stereo not drawn)	4%	6%	19%	-17	3%	-6%	-9%	6%	-16%	-9%
Cc1[nH]n(-c2ccccc2)c(=O)c1C=NCc1ccco1	1%	5%	-1%	-2	x	2%	x	3%	x	x
CCC(=O)N1N=C(c2ccc(NS(=O)(=O)c3ccccc3)cc2)CC1c1ccco1 (stereo not drawn)	x	x	x	x	-5%	-5%	-3%	x	-13%	-5%
CC(Sc1nnc(C2CC2)n1C1CC1)C(=O)c1ccc(F)cc1 (stereo not drawn)	x	x	x	-6	4%	10%	-4%	22%	-2%	-3%
CC1(C)NC(=O)N(CC(O)COc2ccc(-c3ccc(C#N)cc3)cc2)C1=O (stereo not drawn)	-3%	13%	-9%	-2	-1%	-3%	-7%	-2%	-2%	5%
CCOc1ccc(-n2c(SCC(=O)Nc3cc(C)on3)nc3c([nH]c4ccccc43)c2=O)cc1	14%	23%	-10%	10	0%	-4%	3%	3%	-3%	3%
O=C(NC1CCSc2ccccc21)c1cccc([N+](=O)[O-])c1 (stereo not drawn)	u	u	1%	1	-8%	5%	0%	2%	0%	39%
O=C(CNC(=O)c1ccc(OC(F)F)cc1)NCc1ccccn1	x	x	x	3	2%	4%	-1%	2%	14%	-9%
CCOC(=O)C(NC(=O)c1ccccc1OCC)(Nc1ncccn1)C(F)(F)F (stereo not drawn)	-6%	-9%	-2%	17	4%	6%	-2%	3%	-30%	7%
O=Nc1c(O)[nH]c2c(F)cccc12	7%[11.5 µM]	3%	5%	5	3%	-2%	-2%	-1%	-3%[46.1 µM]	-17%
O=C(Nc1ccccc1C(=O)NCc1ccc(Cl)cc1)c1ccco1	8%	0%	31%[activator]	1	-3%	0%	-2%	2%	0%	7%
COc1ccc(Cl)cc1NC(=O)CC(=O)Nc1cc(Cl)ccc1OC	3%	-6%	34%[activator]	4	13%	17%	-1%	8%	6%	14µM*
O=C(O)CC(CC(=O)Nc1ccc(N2CCOCC2)cc1)c1ccccc1 (stereo not drawn)	-12%	-7%	x	16	4%	4%	-3%	-2%	-4%	0%
COc1cc2sc(-c3ccccc3OC)c(-c3ccc(OCCN4CCOCC4)cc3)c2cc1OC	x	x	x	-1	u	7%	-2%	x	6%[46.1 µM]	-12%
More entries follow.
SMILES	MBNL1-CUG inh	CXXC DNA block	Menin MLL FP TR	TSHR antag	S-ASM inh	A-T KAP1 phos	PTAP TSG101 blk	Mito fusion act	TCR act	a7 integrin act
CCNc1c(NC(=O)c2cccs2)c(=O)oc2ccccc12	-2%	-5%	0%	-1	1%	4%	-3%	-4%	2%	11%
CN(C(=O)CN1CCC(NC(=O)c2ccccc2Br)CC1)C1CCCCC1	0%	0%	-5%	-4	3%	-2%	2%	-6%	2%	-31%
Cc1cc(C(=O)N/N=C/c2sc(N3CCOCC3)nc2-c2ccccc2)c(C)o1	11%	16%	1%	-11	131%[activator]	-9%	1%	2%	-10%	0%
Nc1ccc(S(=O)(=O)NC2(C(F)(F)F)NC(=O)N(c3ccccc3Cl)C2=O)cc1 (stereo not drawn)	-8%	12%	-3%	4	3%	-4%	-1%	-4%	2%[46.1 µM]	3%
Cc1cc(C)c(NC(=S)N(C)C)c(C)c1	-2%	2%	x	3	3%	-10%	-4%	0%	7%	12%
COc1ccccc1-c1cc(C(F)(F)F)nc(S(=O)(=O)CCCC(=O)NCc2ccc(F)cc2)n1	-2%	18%	2%	-3	23%	9%	-12%	2%	2%	-63%[inhibitor]
COc1cccc(C(N)=O)c1	x	x	x	x	-3%	x	1%	x	4%	23%
O=C1/C(=C/c2cccs2)NC(=S)N1C1CC1	8%[11.5 µM]	1%	12%	33	-2%	-4%	5%	-21%	-3%[46.1 µM]	5%
CC(C)(CO)NCc1ccc(Br)cc1	u	3%	0%	3	-2%	1%	0%	-3%	1%	-5%
CC(=O)NS(=O)(=O)c1ccc(NC(=S)NC(=O)CC(C)C)cc1	-15%	-3%	10%	-2	0%	5%[11.5 µM]	-2%	2%	4%	-14%
Cc1ccc(N=Nc2c(N)nn3c(N)c(C#N)c(C)nc23)cc1	-2%	31%[activator]	u	5	-23%	-7%	-1%	-4%	-1%	-9%
C=C(C)CNC(=S)NNC(=O)c1ccncc1	-3%	0%	2%	4	5%	-1%	-5%	3%	2%	7%
COc1ccc(NC(=O)CCCC(=O)c2ccccc2)c(OC)c1	8%	18%	-21%	-4	-2%	-9%	-3%	-2%	12%	31%
O=C(CSc1nc2[nH]ncc2c(=O)[nH]1)NCc1ccccc1Cl	-12%	-2%	11%	-3	3%	4%	-2%	-1%	-37%[inhibitor][46.1 µM]	-12%
COc1cc(S(=O)(=O)N2CCCN(C)CC2)ccc1NC(C)=O	-4%	0%	x	-1	4%	7%	1%	9%	0%	-18%
Cc1noc(C)c1S(=O)(=O)N1CCC(C(=O)N(C)Cc2ccccc2)CC1	4%	5%	x	18	-1%	0%	-5%	0%	-21%	4%
Cn1cnnc1-c1cccc(NS(=O)(=O)c2ccc(N3CCCC3=O)cc2)c1	-5%	4%	-21%	-1	-2%	0%	-1%	-1%	-2%	1%
CN(C)CCCNC(=S)Nc1ccc(Oc2ccccc2)cc1	-8%	-9%	1%	14	1%	4%	0%	-4%	-8%	0%
Brc1ccc(CN2CCSCC2)cc1	-5%	-7%	1%	8	3%	2%	-10%	3%	x	12%
COC(=O)c1nn(-c2cccc(Cl)c2)ccc1=O	2%	-3%	0%	-2	-2%	2%	-7%	-7%	-2%	u
Cc1ccc(OCC(=O)NNC(=O)Nc2ccc(Cl)cc2)c(Br)c1	x	x	x	x	-1%	x	2%	x	2%	5%
